Assay outcomes (PubChem)
MEKK3 PB1 HTS: modulators of MEKK3-MEK5 PB1 binding, primary screen, biochemical, wildtype MEKK3, multiplex bead flow cytometry, Alexa488-MEK5; Mitogen-activated protein kinase kinase kinase 3 (Homo sapiens), Q99759; hit rate 1.4% among 290,000; bead-based flow cytometry, Alexa488-MEK5 binding to MEKK3; actives lie on both sides; 0 = blocked by unlabeled MEK5, 100 = vehicle; AID 1529, 2009; binding response (% of control), % at 10 µM;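 active means binding response more than 3 SD above or below the average of its plate-row segment, actives on both sides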;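 further: Alexa488 bead fluorescence after subtracting the streptavidin-only scavenger bead signal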
DNA FID counter: compounds displacing fluorescent DNA intercalator, primary screen, artefact control for HCV NS3 helicase inhibitor project, biochemical, FID fluorescence; AID 1845, 2009; DNA fluorescent intercalator displacement; hit rate 0.17% among 290,000; inhibition, % at 7.9 µM; in the data active means inhibition above about 37%;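 further: 0% = vehicle and 100% = reference compound; higher means more ethidium bromide displaced from hairpin DNA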
SUMO HTRF inh: inhibitors of in vitro SUMOylation cascade, primary screen, biochemical, HTRF, uHTS | SUMO-conjugating enzyme UBC9 (Homo sapiens), P63279 | HTRF SUMOylation assay, SAE1/SAE2 + UBC9 | inhibition, % at 35 µM | hit rate 0.36% among 290,000 | AID 2006, 2009; in the data active means inhibition above about 50%, passing the limit was not always enough; further: strong numbers were not always called active
IDE cell activ: human IDE activators in live cells, primary screen, fluorescence polarization, HEK cells, FAbeta-B substrate; Insulin-degrading enzyme (Homo sapiens), P14735; FAbeta-B cleavage; 0% vehicle, 100% cell-free pure enzyme wells; activation, % at 5.96 µM; hit rate 0.073% among 340,000;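 active means activation above the mean of all tested compounds plus 3 SD, set per screening campaign, cut at about 17% in these data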
IMP-1 inh: IMP-1 metallo-beta-lactamase inhibitors, primary screen, biochemical, epi-absorbance readout, Pseudomonas aeruginosa enzyme; inhibition, % at 5.6 µM; metallo-beta-lactamase IMP-1 (Pseudomonas aeruginosa); purified IMP-1, nitrocefin hydrolysis, epi-absorbance fluorescence; hit rate 0.45% among 290,000;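 active means inhibition above the mean plus 3 SD of all compounds in the same screening run, cut at about 4.5% in these data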;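 further: 0% = IMP-1 with DMSO and 100% = DMSO wells lacking enzyme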
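System: purified recombinant IMP-1 beta-lactamase. Medium: Zinc- and detergent-supplemented HEPES buffer, pH 7.1. Compound: one 5.6 µM dose […]. Schedule: 15 min preincubation plus 25 min reaction at 25 °C. Technique: Epi-absorbance fluorescence, 480 nm excitation, 530 nm emission.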
NS3 helicase inh: inhibitors of HCV NS3 helicase, primary screen, biochemical, Cy5 molecular beacon fluorescence | Hepatitis C virus NS3 helicase | NS3 helicase DNA unwinding | inhibition, % at 10.9 µM | hit rate 0.56% among 290,000 | AID 1800, 2009;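 active means inhibition above the mean of all tested compounds plus 3 SD, set per campaign, cut at about 35% in these data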;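 further: 0% = DMSO wells and 100% = thioflavine S control wells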
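Measured by: Cy5 fluorescence, 0 and 60 min reads / Assay system: NS3 helicase fragment of HCV / Control set: low DMSO, high thioflavine S at 110 µM / Times: 1 h reaction at 25 °C, ATP-initiated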
PHOSPHO1 inh: PubChem AID 1565; Phosphoethanolamine/phosphocholine phosphatase (Homo sapiens), Q8TCT1; recombinant PHOSPHO1, absorbance phosphatase assay; inhibition, % at 13.3 µM; hit rate 1.1% among 290,000; in the data active means inhibition above about 60%
p-CIP stab down: p/CIP-EGFP fusion destabilizers, primary screen, fluorescence, F442A cells. hit rate 0.01% among 290,000. decrease of EGFP signal, % at 10 µM. AID 1984, 2009. 16 h;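 active means EGFP signal decrease of at least 30% at 10 µM or well 3 SD below plate mean, unless failing retest; inactive means the rest, including hits failing retest or dose response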; further: some compounds called inactive have numbers as strong as hits; many of its hits are not listed in these tables
Target sequence (Q05BA5 1-1403): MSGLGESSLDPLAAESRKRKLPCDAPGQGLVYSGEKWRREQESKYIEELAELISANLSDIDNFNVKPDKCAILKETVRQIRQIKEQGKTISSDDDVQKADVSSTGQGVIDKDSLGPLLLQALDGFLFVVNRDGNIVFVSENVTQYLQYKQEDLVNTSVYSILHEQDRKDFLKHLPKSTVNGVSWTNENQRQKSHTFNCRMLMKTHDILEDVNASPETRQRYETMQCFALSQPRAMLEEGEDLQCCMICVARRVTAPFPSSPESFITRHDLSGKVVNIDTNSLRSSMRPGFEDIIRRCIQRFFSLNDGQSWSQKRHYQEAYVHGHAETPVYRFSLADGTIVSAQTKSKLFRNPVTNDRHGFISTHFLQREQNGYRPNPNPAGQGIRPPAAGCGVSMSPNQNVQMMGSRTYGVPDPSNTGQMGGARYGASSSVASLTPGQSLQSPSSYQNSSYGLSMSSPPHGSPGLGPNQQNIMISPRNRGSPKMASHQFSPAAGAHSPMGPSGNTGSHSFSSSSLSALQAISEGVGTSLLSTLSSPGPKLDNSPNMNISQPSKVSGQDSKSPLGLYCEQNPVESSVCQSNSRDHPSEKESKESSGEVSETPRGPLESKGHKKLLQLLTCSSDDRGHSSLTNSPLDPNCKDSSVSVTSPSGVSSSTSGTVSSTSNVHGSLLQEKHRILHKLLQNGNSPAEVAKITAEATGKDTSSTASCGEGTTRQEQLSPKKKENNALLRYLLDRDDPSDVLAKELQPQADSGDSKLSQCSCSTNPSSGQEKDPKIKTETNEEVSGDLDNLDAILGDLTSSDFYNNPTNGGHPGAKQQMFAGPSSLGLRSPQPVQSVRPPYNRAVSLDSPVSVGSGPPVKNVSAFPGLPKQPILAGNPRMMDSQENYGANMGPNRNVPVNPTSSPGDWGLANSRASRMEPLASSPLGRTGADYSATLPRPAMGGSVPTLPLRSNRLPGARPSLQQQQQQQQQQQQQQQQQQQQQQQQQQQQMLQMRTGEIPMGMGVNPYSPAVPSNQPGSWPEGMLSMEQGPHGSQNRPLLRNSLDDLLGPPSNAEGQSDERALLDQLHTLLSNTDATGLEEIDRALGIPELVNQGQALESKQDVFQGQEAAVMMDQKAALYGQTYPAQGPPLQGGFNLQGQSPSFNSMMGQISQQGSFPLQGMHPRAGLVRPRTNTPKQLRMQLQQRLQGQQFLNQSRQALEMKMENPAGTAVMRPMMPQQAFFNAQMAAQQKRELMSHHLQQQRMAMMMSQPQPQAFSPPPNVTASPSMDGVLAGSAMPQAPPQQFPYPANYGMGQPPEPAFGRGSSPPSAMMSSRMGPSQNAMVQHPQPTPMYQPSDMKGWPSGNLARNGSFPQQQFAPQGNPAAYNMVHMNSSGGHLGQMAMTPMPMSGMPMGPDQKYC
VIM-2 inhibitor: VIM-2 metallo-beta-lactamase inhibitors, primary screen, biochemical, epi-absorbance readout, Pseudomonas aeruginosa enzyme | purified VIM-2, nitrocefin hydrolysis, epi-absorbance fluorescence | inhibition, % at 5.6 µM | hit rate 0.89% among 290,000 | AID 1527, 2009;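 active means inhibition above the mean of all tested compounds plus 3 SD, cutoff set per screening run, cut at about 7.5% in these data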;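 further: red hydrolysis product quenches plate fluorescence so inhibitors raise well fluorescence; 0% = enzyme with DMSO and 100% = DMSO without enzyme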
Starred values were filed as active, the others as inactive.

What do the screens show for `COc1ccc(-n2nnnc2-c2cn(C)nc2C(F)(F)F)cc1`?
MEKK3 PB1 HTS: 90; DNA FID counter: -8; SUMO HTRF inh: 9; IDE cell activ: -3; IMP-1 inh: -2.4; NS3 helicase inh: 11; PHOSPHO1 inh: 28; p-CIP stab down: -13; VIM-2 inhibitor: -3.0

How did CCn1c(C)nnc1SCC(=O)Nc1ccccc1OC do in these assays?
MEKK3 PB1 HTS: 100; DNA FID counter: 1; SUMO HTRF inh: -4; IDE cell activ: 7; IMP-1 inh: 0.5; NS3 helicase inh: -1; PHOSPHO1 inh: 8; p-CIP stab down: 2; VIM-2 inhibitor: -0.2

Results for COc1cccc(N2C(=O)C3CCCN3C2c2ccc(Cl)cc2)c1 (stereo unspecified) ?
MEKK3 PB1 HTS: 97; DNA FID counter: -5; SUMO HTRF inh: -11; IDE cell activ: 6; IMP-1 inh: -2.2; NS3 helicase inh: -3; PHOSPHO1 inh: -4; p-CIP stab down: 2; VIM-2 inhibitor: 0.5

What do the screens show for `CCCCN(Cc1ccco1)C(=O)c1cc2c(=O)[nH]c3ccc(C)cc3c2s1`?
MEKK3 PB1 HTS: 97; DNA FID counter: -7; SUMO HTRF inh: 21; IDE cell activ: -1; IMP-1 inh: -4.2; NS3 helicase inh: 2; PHOSPHO1 inh: -3; p-CIP stab down: -7; VIM-2 inhibitor: 6.5

What do the screens show for `Cn1c2c(c(O)c(-c3ccccc3)c1=O)C(=O)CC(C)(C)C2`?
MEKK3 PB1 HTS: 102; DNA FID counter: -6; SUMO HTRF inh: -11; IDE cell activ: -5; IMP-1 inh: -3.1; NS3 helicase inh: -3; PHOSPHO1 inh: -6; p-CIP stab down: 19; VIM-2 inhibitor: -4.0

Results for Cc1ccc(CS(=O)(=O)CCC(=O)NCCc2ccccc2)cc1 ?
MEKK3 PB1 HTS: 96; DNA FID counter: -12; SUMO HTRF inh: 6; IDE cell activ: 1; IMP-1 inh: -3.5; NS3 helicase inh: 8; PHOSPHO1 inh: 5; p-CIP stab down: -5; VIM-2 inhibitor: -1.9

Results for CCOC(=O)CSc1nnc(CSc2nc3ccccc3s2)n1C ?
MEKK3 PB1 HTS: 104; DNA FID counter: -15; SUMO HTRF inh: -13; IDE cell activ: -4; IMP-1 inh: -0.8; NS3 helicase inh: -6; PHOSPHO1 inh: 45; p-CIP stab down: -11; VIM-2 inhibitor: -1.8

What do the screens show for `CCc1ccccc1NC(=O)c1cc(-c2ccco2)on1`?
MEKK3 PB1 HTS: 103; DNA FID counter: -15; SUMO HTRF inh: -4; IDE cell activ: 2; IMP-1 inh: -2.9; NS3 helicase inh: 4; PHOSPHO1 inh: 20; p-CIP stab down: 0; VIM-2 inhibitor: -3.5

Results for c1ccc(-n2c(Sc3cnccn3)nnc2-c2cccs2)cc1 ?
MEKK3 PB1 HTS: 116; DNA FID counter: -10; SUMO HTRF inh: 10; IDE cell activ: 3; IMP-1 inh: -2.0; NS3 helicase inh: 7; PHOSPHO1 inh: 0; p-CIP stab down: -14; VIM-2 inhibitor: -3.9

How did COc1cc(NC(=O)CSc2cc(C)c3cc(C)cc(C)c3n2)c(C(=O)O)cc1OC do in these assays?
MEKK3 PB1 HTS: 94; DNA FID counter: -8; SUMO HTRF inh: 32; IDE cell activ: -1; IMP-1 inh: -1.9; NS3 helicase inh: 4; PHOSPHO1 inh: 9; p-CIP stab down: -8; VIM-2 inhibitor: 1.2

What do the screens show for `COc1ccc(N2C(=O)CSC2c2cccc(OC)c2OC)cc1` (stereo unspecified)?
MEKK3 PB1 HTS: 102; DNA FID counter: -36; SUMO HTRF inh: 12; IDE cell activ: 6; IMP-1 inh: -1.2; NS3 helicase inh: 6; PHOSPHO1 inh: 3; p-CIP stab down: -13; VIM-2 inhibitor: -0.3

Results for COc1ccc(C2C(C(=O)NCCN(C)C)c3cc(OC)c(OC)cc3C(=O)N2C)cc1OC (stereo unspecified) ?
MEKK3 PB1 HTS: 100; DNA FID counter: 7; SUMO HTRF inh: 10; IDE cell activ: 5; IMP-1 inh: -0.7; NS3 helicase inh: -3; PHOSPHO1 inh: 14; p-CIP stab down: 0; VIM-2 inhibitor: 0.6

Results for COC(=O)C1=CN(C)C=C(C(=O)OC)C1c1ccc(Cl)cc1Cl ?
MEKK3 PB1 HTS: 100; DNA FID counter: -3; SUMO HTRF inh: -1; IDE cell activ: 0; IMP-1 inh: -2.2; NS3 helicase inh: 1; PHOSPHO1 inh: -7; p-CIP stab down: -4; VIM-2 inhibitor: -1.4

What do the screens show for `COc1ccc(N2C(=NC(=O)c3ccccc3)SC3CS(=O)(=O)CC32)cc1` (stereo unspecified)?
MEKK3 PB1 HTS: 101; DNA FID counter: -20; SUMO HTRF inh: 3; IDE cell activ: 8; IMP-1 inh: -1.3; NS3 helicase inh: -4; PHOSPHO1 inh: 32; p-CIP stab down: 1; VIM-2 inhibitor: 1.2

What do the screens show for `CC1=C(C(=O)N(C)C)C(c2cccc(Cl)c2)NC(=O)N1` (stereo unspecified)?
MEKK3 PB1 HTS: 103; DNA FID counter: 4; SUMO HTRF inh: 15; IDE cell activ: -3; IMP-1 inh: -3.7; NS3 helicase inh: 8; PHOSPHO1 inh: -23; p-CIP stab down: -10; VIM-2 inhibitor: -1.4

What do the screens show for `CCOC(=O)c1c(N)n[nH]c1-c1ccc(OC)cc1`?
MEKK3 PB1 HTS: 107; DNA FID counter: -6; SUMO HTRF inh: 25; IDE cell activ: -3; IMP-1 inh: -1.7; NS3 helicase inh: 3; PHOSPHO1 inh: 6; p-CIP stab down: -7; VIM-2 inhibitor: -0.7

How did CCc1cc(CC)c(/C=N/NC(N)=O)c(CC)c1/C=N/NC(N)=O do in these assays?
MEKK3 PB1 HTS: 101; DNA FID counter: -16; SUMO HTRF inh: -2; IDE cell activ: 0; IMP-1 inh: -2.4; NS3 helicase inh: 4; PHOSPHO1 inh: -11; p-CIP stab down: -2; VIM-2 inhibitor: -4.0

What do the screens show for `CCOc1ccc(-c2c(C(=O)N/N=C/c3ccsc3)nnn2-c2nonc2N)cc1`?
MEKK3 PB1 HTS: 99; DNA FID counter: -25; SUMO HTRF inh: 16; IDE cell activ: 0; IMP-1 inh: -2.8; NS3 helicase inh: 0; PHOSPHO1 inh: 24; p-CIP stab down: 9; VIM-2 inhibitor: -7.1

How did CCN1CCN(c2ccc([N+](=O)[O-])cc2S(=O)(=O)N2CCOCC2)CC1 do in these assays?
MEKK3 PB1 HTS: 103; DNA FID counter: 4; SUMO HTRF inh: 9; IDE cell activ: 0; IMP-1 inh: -2.7; NS3 helicase inh: -3; PHOSPHO1 inh: -4; p-CIP stab down: -6; VIM-2 inhibitor: -2.3

How did CCOC(=O)Nc1ccc(Cc2ccncc2)cc1 do in these assays?
MEKK3 PB1 HTS: 82; DNA FID counter: -8; SUMO HTRF inh: 5; IDE cell activ: -2; IMP-1 inh: -0.6; NS3 helicase inh: -9; PHOSPHO1 inh: 20; p-CIP stab down: 8; VIM-2 inhibitor: -0.7

What do the screens show for `O=C1CSc2ccc(C(=O)N3CCN(c4ccccn4)CC3)cc2N1`?
MEKK3 PB1 HTS: 104; DNA FID counter: -10; SUMO HTRF inh: -7; IDE cell activ: 3; IMP-1 inh: -3.3; NS3 helicase inh: 1; PHOSPHO1 inh: 3; p-CIP stab down: 5; VIM-2 inhibitor: -1.3

How did CC(/C=C/c1ccco1)=N/NC(=O)C1COc2ccccc2O1 (stereo unspecified) do in these assays?
MEKK3 PB1 HTS: 111; DNA FID counter: -16; SUMO HTRF inh: 5; IDE cell activ: 1; IMP-1 inh: -2.7; NS3 helicase inh: 20; PHOSPHO1 inh: 37; p-CIP stab down: 3; VIM-2 inhibitor: -3.8

How did CC(=O)NNC(=S)NCCc1ccccc1 do in these assays?
MEKK3 PB1 HTS: 95; DNA FID counter: 0; SUMO HTRF inh: -11; IDE cell activ: 3; IMP-1 inh: -5.3; NS3 helicase inh: 1; PHOSPHO1 inh: -2; p-CIP stab down: 18; VIM-2 inhibitor: -2.2

Results for Cc1ccc(/C=N\Nc2cn[nH]c(=O)c2Cl)cc1 ?
MEKK3 PB1 HTS: 105; DNA FID counter: -9; SUMO HTRF inh: 4; IDE cell activ: 4; IMP-1 inh: -0.1; NS3 helicase inh: 0; PHOSPHO1 inh: 4; p-CIP stab down: 11; VIM-2 inhibitor: -1.4

How did N#C/C(=C(/O)COC(=O)COc1cccc(Br)c1)c1nc2ccccc2[nH]1 do in these assays?
MEKK3 PB1 HTS: 92; DNA FID counter: -8; SUMO HTRF inh: 15; IDE cell activ: 0; IMP-1 inh: -1.4; NS3 helicase inh: -2; PHOSPHO1 inh: -10; p-CIP stab down: 15; VIM-2 inhibitor: -1.3

Results for COC(=O)c1ccc(COc2ccc(C(=O)c3ccccc3)cc2)o1 ?
MEKK3 PB1 HTS: 104; DNA FID counter: -25; SUMO HTRF inh: 0; IDE cell activ: 5; IMP-1 inh: -3.3; NS3 helicase inh: -7; PHOSPHO1 inh: 29; p-CIP stab down: 12; VIM-2 inhibitor: -2.5

How did O=C(NC1CCCC1)C1CCC(=O)N1CCc1ccccc1 (stereo unspecified) do in these assays?
MEKK3 PB1 HTS: 102; DNA FID counter: -3; SUMO HTRF inh: 14; IDE cell activ: -1; IMP-1 inh: -1.5; NS3 helicase inh: -5; PHOSPHO1 inh: 12; p-CIP stab down: 1; VIM-2 inhibitor: -3.5

What do the screens show for `Cn1cc([N+](=O)[O-])c(C(=O)Nc2ccc(C3CCCCC3)cc2)n1`?
MEKK3 PB1 HTS: 103; DNA FID counter: 2; SUMO HTRF inh: -38; IDE cell activ: -1; IMP-1 inh: -2.3; NS3 helicase inh: -5; PHOSPHO1 inh: 5; p-CIP stab down: -24; VIM-2 inhibitor: -0.7

Results for CCCN1C2CCCC1CC(NC(=S)Nc1cccc(C)c1C)C2 (stereo unspecified) ?
MEKK3 PB1 HTS: 112; DNA FID counter: 6; SUMO HTRF inh: 1; IDE cell activ: 6; IMP-1 inh: -2.5; NS3 helicase inh: 3; PHOSPHO1 inh: -10; p-CIP stab down: -4; VIM-2 inhibitor: -0.7

How did COc1cc(NC(=O)Cn2nc(C(F)(F)F)c3c2CCCC3)cc(OC)c1OC do in these assays?
MEKK3 PB1 HTS: 107; DNA FID counter: -16; SUMO HTRF inh: -4; IDE cell activ: 1; IMP-1 inh: -4.5; NS3 helicase inh: -6; PHOSPHO1 inh: 6; p-CIP stab down: 0; VIM-2 inhibitor: -4.5

An excerpt; count on the stated rates, not on these rows.
